Wee1 stabilizer = Wee1 degradation inhibitors, primary screen, cell-based, HeLa, Wee1K328M-luciferase, luminescence; Wee1-like protein kinase (Homo sapiens), P30291; HeLa Luc-Wee1K328M stability; 100% = proteasome inhibitor MG132 effect; reporter increase, % at 5 µM; 1.2% of 220,000 active; AID 1321, 2008;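 active = activation above the mean of all tested compounds plus 3 SD, set per screening run, cut at about 8.8% in these data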;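 also: cells exposed to compound for 20 h before luminescence read; 0% = DMSO alone and 100% = MG132 at 30 µM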
Target sequence (P30291 whole entry K328M): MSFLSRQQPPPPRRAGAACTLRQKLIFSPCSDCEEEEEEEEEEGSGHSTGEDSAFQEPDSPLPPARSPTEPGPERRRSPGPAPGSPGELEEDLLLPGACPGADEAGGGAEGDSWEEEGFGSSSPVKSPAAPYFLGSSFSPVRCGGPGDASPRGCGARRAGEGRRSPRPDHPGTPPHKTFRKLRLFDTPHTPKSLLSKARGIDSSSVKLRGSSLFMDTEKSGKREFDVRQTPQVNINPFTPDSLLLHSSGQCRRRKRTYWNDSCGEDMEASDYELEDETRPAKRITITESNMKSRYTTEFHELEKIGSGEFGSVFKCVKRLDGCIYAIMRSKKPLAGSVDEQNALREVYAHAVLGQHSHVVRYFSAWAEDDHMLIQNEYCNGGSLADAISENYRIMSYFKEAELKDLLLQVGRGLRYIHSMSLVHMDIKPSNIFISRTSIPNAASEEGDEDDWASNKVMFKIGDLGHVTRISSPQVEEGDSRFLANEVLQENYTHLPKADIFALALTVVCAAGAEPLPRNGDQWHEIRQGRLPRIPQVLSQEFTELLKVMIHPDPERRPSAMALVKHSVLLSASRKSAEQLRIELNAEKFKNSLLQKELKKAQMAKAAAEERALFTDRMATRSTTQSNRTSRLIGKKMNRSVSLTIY
CHOP inhibitor = inhibitors of CHOP promoter induction, primary screen, cell-based, unfolded protein response, luciferase reporter; CHO-K1 CHOP-promoter luciferase, tunicamycin-induced, 15-18 h; 3.8% of 220,000 active; inhibition, % at 10 µM;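 active = compounds that reduced the stress-induced luciferase reporter signal by more than about 70% of percent inhibition, limit read from the data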;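 also: 0% = tunicamycin plus vehicle and 100% = wells without tunicamycin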
PPC-1+TRAIL kill = compounds killing PPC-1 cancer cells with TRAIL present, primary screen, TRAIL potentiator project, ATPLite luminescence, uHTS. PPC-1 cells + TRAIL, ATPLite viability luminescence. cell killing (% activity), % at 4 µM. 0.41% of 220,000 active. AID 1443, 2008;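 active = cell killing above 50% in the first pass at 4 µM, then a duplicate retest at 5 µM averaging 50% or more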;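 also: plate controls were cells with TRAIL plus DMSO for no effect and medium-only wells lacking cells for full effect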
FXIa inh 1536 = human FXIa protease inhibitors, primary screen, biochemical, 1536-well | purified FXIa, Boc-Glu-Ala-Arg-AMC fluorogenic substrate | AID 798, 2007 | Coagulation factor XI (Homo sapiens), P03951 | 0.14% of 220,000 active | inhibition, % at 5 µM;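 active = inhibition of at least 40%; inactive = inhibition below 40%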;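 also: fluorescence of freed AMC excited at 355 nm; 0% = enzyme without compound and 100% = no enzyme blank; many of its hits are not listed in these tables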
FXIIa inh 1536 = human FXIIa protease inhibitors, primary screen, biochemical, 1536-well; Coagulation factor XII (Homo sapiens), P00748; AID 800, 2007; purified FXIIa, Boc-QGR-AMC fluorogenic substrate, 2 h; inhibition, % at 5 µM; 0.3% of 220,000 active; in the data active = inhibition above about 40%;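 also: 0% = enzyme with no compound and 100% = blank without enzyme; many of its hits are not listed in these tables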
PGE2 EP2 inh = human EP2 receptor antagonists, primary screen, TR-FRET cAMP, C6 glioma cells; Prostaglandin E2 receptor EP2 subtype (Homo sapiens), P43116; C6 glioma cells expressing human EP2; cells stimulated with saturating PGE2; inhibition, % at 25 µM; 0.52% of 260,000 active; AID 1422, 2008;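 active = percent inhibition above 40 after rounding to a whole number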;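 also: rat C6 glioma host cells with rolipram phosphodiesterase inhibitor present; the protocol text gives 20 µM as final concentration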
Target sequence (P43116 whole entry, looked up): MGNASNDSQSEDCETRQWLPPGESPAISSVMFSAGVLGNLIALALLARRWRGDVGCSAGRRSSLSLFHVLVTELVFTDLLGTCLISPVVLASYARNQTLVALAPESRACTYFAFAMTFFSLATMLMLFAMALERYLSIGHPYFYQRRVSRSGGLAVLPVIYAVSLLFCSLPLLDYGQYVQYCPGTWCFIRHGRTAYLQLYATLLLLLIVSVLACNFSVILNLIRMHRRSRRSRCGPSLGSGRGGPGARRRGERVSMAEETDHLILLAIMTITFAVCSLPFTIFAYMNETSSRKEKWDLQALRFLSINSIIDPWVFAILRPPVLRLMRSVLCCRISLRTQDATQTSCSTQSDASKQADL
TNF death inh = inhibitors of TNF-alpha triggered necroptosis, primary screen, cell-based, Jurkat FADD-/-, single concentration. Jurkat FADD-/- TNF necroptosis rescue, ATP luminescence, 24 h; 0 = TNF only, 100 = no-TNF cells. AID 463075, 2010. 0.068% of 220,000 active. activation (protection from cell death), % at 10 µM;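 active = activation, meaning protection from cell death, of at least 50% relative to plate controls; inactive = activation below 50%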;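 also: necroptosis triggered by 40 ng/mL TNF-alpha added together with compound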
L929 necroptosis = inhibitors of zVAD-triggered necroptosis, primary screen, L929 cells | L929 zVAD necroptosis rescue, ATP luminescence, 24 h; with zVAD 60 µM | viability rescue, % at 10 µM | AID 1377, 2008 | 0.38% of 220,000 active;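 active = activation, scaled between plate controls, above about 75%, limit read from the data; inactive = activation under that limit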;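 also: 0% = zVAD with DMSO and 100% = DMSO alone without zVAD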
TbHK1 inh = Trypanosoma brucei hexokinase 1 inhibitors, primary screen, biochemical, G6PDH-coupled NADH absorbance, MLSCN library | inhibition, % at 10 µM | recombinant TbHK1, G6PDH-coupled NADH A340 | 0.11% of 220,000 active | AID 1430, 2008 | hexokinase 1 [Trypanosoma brucei];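 active = inhibition of 50% or more in the single-dose primary screen; inactive = inhibition below 50%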
* hit, by the source's call; x = not tested or not shown; & = joins results of further samples; ! = not confirmed by another sample; [ ] = remark or other dose. Only part of the results is shown. The share of hits here may be higher or lower than overall.

SMILES	Wee1 stabilizer	CHOP inhibitor	PPC-1+TRAIL kill	FXIa inh 1536	FXIIa inh 1536	PGE2 EP2 inh	TNF death inh	L929 necroptosis	TbHK1 inh
O=C(Nc1nnc(-c2ccccc2F)s1)C1CCN(S(=O)(=O)c2ccc(Cl)cc2)CC1	-2	-10	31	7	4	3	2.3	-0.1	-6
CC(C)=CCN1CCN(Cc2ccc(Oc3ncccn3)cc2)CC1CCO (stereo not given)	-2	0	15	1	10	0	0.4	-0.8	-3
COc1ccc(-n2ccsc2=S)cc1	2	13	14	16	24	5	2.2	0.9	-9
O=c1c2ccccc2nc2n1CCS2	-2	15	-5	-9	13	4	1.8	2.7	1
CC(C(=O)N=Nc1c(O)n(C)c2ccc(Br)cc12)n1cnc2ccccc2c1=O (stereo not given)	0	38	25	-1	7	3	2.3	3.2	-11
CN(C)c1cccc(C(=O)N/N=C/c2ccccc2F)c1	-2	47	62*[5 µM]	0	7	4	-1.6	5.4	-5
O=C(COC(=O)c1cnccn1)Nc1ccc(Cl)cc1	-1	-11	12	11	28	16	-1.9	-0.1	-6
CCOC(=O)N1CCN(S(=O)(=O)c2cccc3nonc23)CC1	0	44	7	-6	-13	8	2.3	1.8	-7
COc1cc(NC(=O)C2CCCN2C(=O)OCc2ccccc2)cc(OC)c1 (stereo not given)	-4	25	19	-5	8	12	1.5	3.0	3
COC(=O)C1=CNC=C(C(=O)OC)C1c1ccc(C(=O)OC)cc1	-2	15	26	-6	7	9	-2.9	3.6	-1
O=C(NCCSc1ccccc1)c1ccc(CN2CCOCC2)cc1	15*	2	14	1	8	5	-0.6	0.6	-6
CCCn1nnc(NC(=O)/C=C/c2cc(Br)ccc2OC)n1	2	-8	-1	-7	3	8	0.8	9.0	-14

Compounds from the list above that contain bromine (2):
SMILES	Wee1 stabilizer	CHOP inhibitor	PPC-1+TRAIL kill	FXIa inh 1536	FXIIa inh 1536	PGE2 EP2 inh	TNF death inh	L929 necroptosis	TbHK1 inh
CC(C(=O)N=Nc1c(O)n(C)c2ccc(Br)cc12)n1cnc2ccccc2c1=O (stereo not given)	0	38	25	-1	7	3	2.3	3.2	-11
CCCn1nnc(NC(=O)/C=C/c2cc(Br)ccc2OC)n1	2	-8	-1	-7	3	8	0.8	9.0	-14

Additional compounds.
SMILES	Wee1 stabilizer	CHOP inhibitor	PPC-1+TRAIL kill	FXIa inh 1536	FXIIa inh 1536	PGE2 EP2 inh	TNF death inh	L929 necroptosis	TbHK1 inh
CC(/C=N\NC(=O)c1cccnc1)c1ccccc1 (stereo not given)	0	x	x	x	x	4	-2.8	-0.5	-5
Cc1ccc(OCC(=O)OCC(=O)c2c(N)n(C)c(=O)n(C)c2=O)cc1C	-2	26	7	-9	-15	14	0.3	0.7	-8
CN1C(=O)C(CCC(=O)O)NC1=S (stereo not given)	-1	2	16	1	8	7	0.3	-0.5	7
CCC1CCCCN1C(=O)c1c[nH]c2ccc(S(=O)(=O)N(C)c3ccc(Cl)cc3)cc2c1=O (stereo not given)	-2	-17	24	-4	-14	3	0.9	-0.2	-28
CNC(=O)CSc1nnc(-c2ccccc2F)n1CCc1ccccc1	1	-3	-6	12	5	14	5.6	-0.9	-6
COc1cc(C(=O)NCCc2cn3ccccc3n2)cc(OC)c1OC	1	-7	21	-3	11	8	1.9	12	1
Cc1cccc(OCCn2cnc(Cl)c2Cl)c1	2	5	6	0	8	4	1.6	0.2	-6
CCOC(=O)N1CCC(NC(=O)C2CCCN(S(C)(=O)=O)C2)CC1 (stereo not given)	1	12	-2	-6	3	6	-0.8	1.0	1
COC(=O)C1=C(C(=O)OC)[C@@H]2N(C)c3ccccc3[C@@]23C[C@@H](C(=O)OC)N(C(C)=O)C3=N1	x	7	7	-1	8	4	1.1	0.3	-5
CCCCC(=O)Nc1ccc(NC(=O)CC)cc1OC	0	27	1	-19	0	7	-1.4	0.6	-1
O=C(CCC(=O)CCN1CCCCC1)CCN1CCCCC1	-1	35	23	17	27	5	4.6	-0.7	-5
Cc1cc(NCCc2ccccc2F)n2ncnc2n1	0	21	10	3	6	7&5	0.0	0.6	-3
Clc1ccc(C(c2ccccc2)N2CCNCC2)cc1 (stereo not given)	-1	11	23	-6	13	8	0.0	0.2	11
Cc1oc(S(=O)(=O)N2CCCCC2)cc1NC(=O)Nc1ccc(F)cc1	5	41	-6	15	15	6	1.1	1.5	-2
Cc1cc2cc3c(cc2nc1SCC(=O)Nc1ccccc1)CCC3	-1	43	4	1	18	11	-7.1	0.0	-9
COc1ccccc1-n1c(CNC(=O)c2ccco2)nnc1SCC(=O)Nc1ccc(F)cc1	-1	-6	-6	19	32	17	-2.0	0.7	-5
CCCCNC(=O)C1CC(=O)N(CCc2ccccc2)C1 (stereo not given)	0	-6	28	-6	3	3	1.5	0.9	-4
CCn1c(-c2cc3ccccc3cc2O)n[nH]c1=S	0	41	4	-10	8	14	-0.2	0.4	-3
Cc1ccccc1NS(=O)(=O)c1ccc(F)cc1	-1	28	23	4	8	6	-0.7	0.2	-13
Cc1ccc(-n2c(SCC(=O)Nc3nccs3)nc3c(c2=O)SCC3)cc1	0	24	-27	-5	9	x	-0.1	3.4	0
Cc1ccccc1C(NC(N)=O)c1ccccc1 (stereo not given)	1	1	3	1	11	6	-1.3	-0.2	2
N#C/C(=C/c1ccc(-c2ccccc2[N+](=O)[O-])o1)C(N)=O	7	39	9	9	4	1	-2.1	0.7	-16
O=C1/C(=C/c2cccnc2)Sc2ccccc21	1	17	15	12	7	49*	-13	0.0	-7
Cc1ccc(NC(=O)OCc2cc(-c3ccccc3)on2)cc1	-1	18	21	-2	4	8	0.8	2.0	-3
N#C/C(=C/c1ccncc1)c1nc2ccccc2s1	-2	-41	7	11	12	9	-14	-0.7	-21
CCn1ccnc1CNC(=O)CC1C(=O)NCCN1Cc1ccccc1F (stereo not given)	1	21	-4	-2	8	18	0.3	3.9	-2
Cc1sc2c(c1C)c(=O)nc1scc(C)n12	-2	x	x	x	x	x	-1.5	0.4	5
O=C(c1cnn2cccnc12)N1CCN(Cc2ccc3c(c2)OCO3)CC1	2	37	33	2	2	5	-0.9	-0.3	-11
Cc1ccc(C)c(NC(=S)N2CCN(CCO)CC2)c1	2	4	0	6	3	8	0.3	0.2	24
CC(=O)NCC(=O)OC(C(=O)c1ccccc1)c1ccc(Cl)cc1 (stereo not given)	1	-4	-7	-1	3	8	8.2	-0.2	-5
Cc1ccc(S(=O)(=O)N2CCC(C(=O)Nc3ccccc3N3CCCCC3)CC2)cc1	-1	-29	18	8	9	4&11	1.2	0.0	6
CC1=C(C)C(=O)C(CCCCC#CCCCC#CCO)=C(C)C1=O	2	73*!	21	-10	0	15&11	2.0	55	7
COC(=O)C1C(c2ccccc2)NC(=O)NC1(O)C(F)(F)Cl (stereo not given)	0	13	2	-3	7	6	-0.1	2.5	1
CCn1c(O)c(C#N)c(C)cc1=O	-2	2	12	5	11	7	2.4	-0.5	-11
CCC(C)(C)C1CCC2(CC1)NC(=S)N(c1ccccc1)N2 (stereo not given)	4	-18	-9	4	6	7	1.1	1.1	-8
O=C(O)C1C2C=CC(O2)C1C(=O)NC1CCCc2ccccc21 (stereo not given)	-2	-3	28	-9	6	2	1.3	-0.1	4
O=C(COC(=O)CC(c1ccccc1)c1ccccc1)Nc1c(F)cccc1F	0	26	-5	-2	4	6	0.6	0.2	28
Nc1ccc(C(=O)OCC(=O)N2c3ccccc3Sc3ccccc32)cc1[N+](=O)[O-]	-2	27	13	8	14	5	-1.1	x	-6
O=C(NCCc1ccccc1)C1CCC(Cn2c(=O)c3ccccc3n(Cc3cccnc3)c2=O)CC1 (stereo not given)	1	35	10	-6	3	7	1.2	1.6	-10
CCc1ccc(-c2ccc(C(=O)C(F)(F)F)[nH]2)cc1	6	8	15	4	11	9	-4.6	0.0	10
COc1ccc(C(C#N)=C2C=CC(=NO)C=C2)cc1	0	15	21	3	10	7	-11	3.4	-17
COc1cc(OC)cc(C(=O)N2CCN(c3ccccc3F)CC2)c1	0	-11	-9	-14	-2	x	-2.9	2.6	9
O=C1C2C(C(=O)N1c1ccncc1)C1C=CC2C12CC2 (stereo not given)	-1	33	5	1	-2	9	-0.6	0.8	5
Cc1ccc(-c2nnc(CSc3nc(C(C)C)nc4sc(C)c(C)c34)o2)cc1	0	44	0	1	7	10	-1.7	-0.6	-14
COc1ccc2c(c1)c(C(C)=O)c(C)n2-c1ccccc1	-1	41	-20	0	15	4	-0.5	0.5	-1
Cc1ccc(Cl)cc1NC(=O)COC(=O)C12CC3CC(CC(C3)C1)C2	-2&7	79*!	-15&-9	-1	14	15&2	-0.5&0.1	0.4&0.1	-6&4
O=C(NCc1ccc(F)cc1)C(c1ccccc1)N(CC1CCCO1)C(=O)Cn1nnc2ccccc21 (stereo not given)	0	1	22	25	15	4	-0.4	0.5	1
CCOC(=O)c1c(C)[nH]c(N=Nc2ccccc2Cl)c1C	4	-37	24	1	3	6	1.4	0.0	-22
COc1ccc(N(CC(=O)Nc2cc(C)ccc2C)S(=O)(=O)c2ccccc2[N+](=O)[O-])c(OC)c1	7	29	0	-5	3	5	0.7	-0.2	0
Cc1ccccc1CN1CCN(CC(=O)NCc2ccccc2)C1=O	-2	17	18	5	18	5	-0.8	-0.1	5
CC1CCN(C(=O)CSc2nnc(Cc3ccccc3)o2)CC1	3	9	-13	-3	10	3	3.6	1.8	6
Cc1cc(C(=O)Nc2nnc(C(F)(F)F)s2)no1	1	1	10	7	3	3	-0.7	0.0	-7
N#Cc1c(Nc2ccccc2)c(C=NCCN2CCOCC2)c[nH]c1=O	0	2	24	5	-4	4	1.4	0.9	-7
Cc1nc(SCC(=O)Nc2cc(C)on2)c2c3c(sc2n1)CCCC3	-1	98*	22	-2	1	35	0.1	1.8	-11
CCc1cccc(CC)c1NC(=S)N1CCn2cccc2C1c1ccncc1 (stereo not given)	-2	-2	11	-8	-3	5	0.0	1.5	-6
COc1ccccc1NS(=O)(=O)c1ccc(NC(=O)c2ccncc2)cc1	1	23	12	2	11	5&3	-0.9	0.2	11
CC12CCC(C/C1=N/OC(=O)c1cccc([N+](=O)[O-])c1)C2(C)C (stereo not given)	7	-4	-1	-1	10	9	-0.4	3.7	1
CC(=O)Nc1ccc(S(=O)(=O)N(c2cccnc2)S(=O)(=O)c2ccc(NC(C)=O)cc2)cc1	-1	-24	22	9	18	5	-1.9	0.1	-2
O=C(CSc1ccc2nnc(-c3cccs3)n2n1)N1CCCC1	-2	-37	17	-1	8	7	2.7	2.2	-2
COc1ccc(OC)c(S(=O)(=O)N2CCCCC2C(=O)N2CCN(c3ccccn3)CC2)c1 (stereo not given)	0	-6	-5	7	15	6	-0.7	x	-4
COc1ccc(NC(=O)c2ccc(-c3ccccc3)cc2)cc1NS(=O)(=O)c1ccc(F)cc1	-1	58	-3	5	14	7	3.9	3.2	7
Cc1cc(C)n2nc(C(=O)N/N=C/c3cccc(Cl)c3)nc2n1	-1	-4	3	3	8	3	-0.8	-0.5	0

From PubChem
